Screening results: PubChem, several laboratories
Rac1 GTP hydrolysis = MgcRacGAP GTPase-activating activity inhibitors, confirmation, biochemical, ADP Hunter fluorescence; one-dose inhibition, % at 30 µM; IC50 in µM for titrated hits; MgcRacGAP-stimulated Rac1 GTP hydrolysis, ADP Hunter fluorescence; higher % means a stronger effect; GST-tagged Rac1 F28L mutant substrate; actives 0.6% (n = 340,000);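 active = first-screen hits whose inhibition reached a set limit at any dose in the follow-up dose series; inconclusive = inhibition above the set first-screen limit but never retested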;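 also: fluorescence reports GDP produced by GAP-driven GTP hydrolysis; strong numbers were not always called active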
GPR35 arrestin U2OS = GPR35 antagonists blocking zaprinast-driven arrestin recruitment, primary screen, imaging, U2OS, beta-arrestin-GFP, zaprinast agonist (AID 2058); U2OS GPR35 beta-arrestin-GFP translocation imaging, zaprinast antagonism; higher % means a stronger effect; inhibition, % at 10 µM; hits with a dose series show IC50 in µM; actives 0.052% (n = 290,000);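 active = inhibition of at least 50% with at least 30 cells and total cytoplasm GFP at most 10,000,000; inconclusive = under 30 cells or total GFP of 10,000,000 plus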
Large T inhibition = TAg ATPase/helicase activity blockers – biochemical (AID 1903); actives 0.39% (n = 310,000); inhibition, % at 20 µM, or IC50 in µM where a hit was titrated; SV40 large T antigen ATPase/helicase inhibition assay; higher % means a stronger effect; in the data active = a potency from the dose series; inconclusive = inhibition mostly from about 32% at the one dose, without a potency; inactive = the rest, 99 in 100 with inhibition below about 32%; also: strong numbers were not always called active
LYP inhibition = inhibitors of LYP phosphatase, biochemical, fluorescence intensity, uHTS (AID 1779); recombinant LYP phosphatase, fluorescence intensity; higher % means a stronger effect; inhibition, % at 11.5 µM; hits with a dose series show IC50 in µM; actives 0.054% (n = 290,000); in the data active = inhibition above about 50%;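 also: plate controls were vehicle with enzyme for no effect and no enzyme for full effect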
NTR1 agonist = NTR1-driven beta-arrestin-GFP spot formation – imaging, U2OS cells, high content, primary screen (AID 493036); P30989; agonist mode; activation, % at 20 µM; actives 0.17% (n = 330,000);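 active = activation at or above 40% of the spot to cytoplasm intensity ratio, with at least 20 cells analyzed; inconclusive = wells under 20 cells, flagged as cytotoxic or low count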;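 also: 0% = DMSO without peptide and 100% = 100 nM NTR1 peptide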
Target sequence (P30989 whole entry, looked up): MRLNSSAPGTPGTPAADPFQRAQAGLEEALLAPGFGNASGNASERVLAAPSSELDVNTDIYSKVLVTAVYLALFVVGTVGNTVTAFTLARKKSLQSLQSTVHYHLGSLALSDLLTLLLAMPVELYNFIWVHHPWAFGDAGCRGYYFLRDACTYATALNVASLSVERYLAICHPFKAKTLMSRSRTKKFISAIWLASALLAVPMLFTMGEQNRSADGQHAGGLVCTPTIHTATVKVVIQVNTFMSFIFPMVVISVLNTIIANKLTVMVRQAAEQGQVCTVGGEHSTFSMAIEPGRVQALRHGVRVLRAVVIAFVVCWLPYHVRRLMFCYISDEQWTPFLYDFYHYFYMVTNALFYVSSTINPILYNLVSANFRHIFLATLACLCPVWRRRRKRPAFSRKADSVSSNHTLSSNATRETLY
Hep lipid drop = hepatic lipid droplet formation modulation. AID 1656. actives 0.4% (n = 240,000). inhibition, % at 6.5 µM. AML12 mouse hepatocytes, oleate lipid droplets, BODIPY imaging;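 active = lipid droplet intensity inhibited by at least 50%, with more than 500 cells counted; inconclusive = wells with under 300 cells, treated as cytotoxic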
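Technique: fluorescence imaging, 20x objective, two fields per well / Assay system: AML12 hepatocytes (mouse) / Measure: % inhibition of lipid droplet signal / Doses: 6.5 µM single-point dosing / Incubation: overnight exposure / Reagent: 100 µM oleic acid challenge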
GPR55 antagonists = inhibition of LPI-stimulated GPR55 beta-arrestin translocation – imaging, U2OS, beta-arrestin-GFP, LPI agonist, primary screen (AID 2013); U2OS GPR55 beta-arrestin-GFP translocation imaging, LPI antagonism; higher % means a stronger effect; inhibition, % at 10 µM; hits with a dose series show IC50 in µM; actives 0.13% (n = 290,000);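 active = spots per cell inhibited over 60%, with over 100 cells counted and total cytoplasm intensity under 500,000; inconclusive = wells with under 100 cells, flagged as likely toxic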;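 also: U2OS cells stably carrying GPR55 and arrestin-GFP stimulated by 5 µM LPI near EC80; imaged beta-arrestin-GFP aggregate spots per cell after agonist stimulation; plate controls were LPI-stimulated DMSO wells for no effect and DMSO wells without LPI for full effect; some results filed as inactive read as strong as hits; confirmed hits need IC50 under 10 µM and bright autofluorescent wells are also inconclusive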
GPR55 beta-arrestin = selective activators of receptor GPR55 – imaging, U2OS cells, beta-arrestin-GFP redistribution, primary screen (AID 1961); U2OS GPR55 beta-arrestin-GFP redistribution imaging; higher % means a stronger effect; one-dose activation, % at 10 µM; EC50 in µM for titrated hits; actives 0.048% (n = 290,000);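 active = activation above 40% with more than 50 cells counted in the well; inconclusive = wells holding fewer than 50 cells, flagged as toxic or sparse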;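 also: U2OS osteosarcoma cells stably expressing GPR55 and beta-arrestin-GFP; plate controls were DMSO negative control for no effect and LPI positive control for full effect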
T cell HTS = T cell immune modulation candidate | 2C CD8+ T cell-vesicle binding, flow cytometry; hits give low values | calls only at 7 µM | actives 0.068% (n = 330,000);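 active = response, share of CD8 T cells binding vesicles, and their 90th percentile fluorescence all below set limits, cut at about 80% in these data, passing the limit was not always enough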
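Assay system: 2C TCR transgenic mouse naive CD8+ T cells, MACS-purified | Read-out: CD8+ gate FL2 mean fluorescence as % of same-row positive control | Signal: High-throughput flow cytometry with anti-B7-1 and anti-CD8 staining | Timing: Binding step 1.5 h, 37 °C, antibody labelling 20 min, ice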
Hep lipid drop cells 6.5 µM = further read-out of Hep lipid drop, marked with its call; cell count; measured here: cell count, cytotoxicity flag;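 cells counted across two imaged fields per well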
T cell HTS vesicle-bound % = recorded beside T cell HTS, whose call it bears; double positive events, %; measured here: CD8+ vesicle-bound cell fraction;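 binding gate set so that unloaded-vesicle control wells show 10% double positive cells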
NTR1 agonist cell count 20 µM = also measured in NTR1 agonist; calls as there; cell count; measured here: cell count, cytotoxicity flag
The depositor's hits bear a star; i = inactive; ? = inconclusive; nt = no result given.

SMILES	GPR55 beta-arrestin	LYP inhibition	T cell HTS vesicle-bound %	Hep lipid drop	T cell HTS	NTR1 agonist	GPR55 antagonists	GPR35 arrestin U2OS	Rac1 GTP hydrolysis	NTR1 agonist cell count 20 µM	Large T inhibition	Hep lipid drop cells 6.5 µM
Cc1occc1-c1nnc(SCC(=O)NC2CC2)n1C(C)C	0.2%	-4%	6	-2	i	-0.1	8%	8%	7%	69	4%	873
Cc1c2c(nc3nnnn13)CCCC2	-0.2%	1%	42	0	i	2.0	0%	-4%	-6%	53	0%	697
CCSc1nnc(NC(=O)CSc2nnc(-c3c[nH]c4ccccc34)n2C)s1	-0.2%	1%	19	nt	i	1.3	3%	-5%	2%	85	5%	nt
C/C(=N\OCc1ccccc1)c1c(O)cc(C(C)C)n(-c2ccccc2)c1=O	0.1%	7%	19	-3	i	1.9	-6%	-8%	6%	40	6%	725
CCCCCN(C(=O)CCC(=O)OCc1cccc(C(F)(F)F)c1)c1c(N)n(CCCC)c(=O)[nH]c1=O	-0.2%	-12%	56	-14	i	0.8	15%	5%	3%	54	-23%	872
C=C(C)CSCc1nc2ccccc2[nH]1	-0.4%	2%	28	-29	i	-0.8	-3%	-8%	6%	70	14%	660
Cc1cccc(NC(=O)c2ccc3c(=O)n(CC4CCCO4)c(=S)[nH]c3c2)c1 (stereo not given)	-0.2%	-1%	26	-14	i	1.1	0%	21%	7%	55	3%	674
O=C(Cc1cccs1)Nc1ccc([N+](=O)[O-])cc1	-0.1%	-7%	56	0	i	-1.4	-4%	4%	15%	62	7%	853
Cc1nn(-c2ccccc2)c(C)c1/C=C/C(=O)OCC(=O)N(C)C1CCS(=O)(=O)C1 (stereo not given)	-0.1%	-1%	23	-6	i	2.2	9%	-1%	1%	52	5%	669
C=CCOc1ccc(/C=C2\SC(=S)N(NS(=O)(=O)c3ccc(C)cc3)C2=O)cc1	0.0%	-4%	47	-21	i	1.4	17%	-5%	6%	50	?	803
Cc1ccc(C)c(SCc2noc(C(=O)NC(C)C)c2C(=O)O)c1	-0.1%	-5%	nt	nt	nt	-0.8	5%	0%	8%	101	5%	nt
N#Cc1c(-c2ccccc2)[nH]c(=S)[nH]c1=O	0.2%	-1%	39	4	i	0.3	8%	3%	8%	72	1%	764
CC(C)Oc1ccc(N2C(=O)c3ccccc3C2=O)cc1	-0.1%	-7%	39	22	i	-2.0	0%	14%	9%	84	2%	796
O=C(O)c1cnn2c(-c3ccccc3)ccnc12	-0.3%	-8%	64	9	i	0.6	-4%	6%	9%	57	7%	804
O=C1C2C3c4ccccc4C(c4ccccc43)C2C(=O)N1/N=C/c1cccc(O)c1 (stereo not given)	0.2%	-6%	47	nt	i	3.4	19%	9%	5%	92	3%	nt
O=C(COC(=O)c1ccccn1)Nc1nc(-c2cccc([N+](=O)[O-])c2)cs1	-0.2%	-5%	37	16	i	2.5	-1%	16%	14%	62	14%	667

For convenience, some entries already given.
SMILES	GPR55 beta-arrestin	LYP inhibition	T cell HTS vesicle-bound %	Hep lipid drop	T cell HTS	NTR1 agonist	GPR55 antagonists	GPR35 arrestin U2OS	Rac1 GTP hydrolysis	NTR1 agonist cell count 20 µM	Large T inhibition	Hep lipid drop cells 6.5 µM
Cc1nn(-c2ccccc2)c(C)c1/C=C/C(=O)OCC(=O)N(C)C1CCS(=O)(=O)C1 (stereo not given)	-0.1%	-1%	23	-6	i	2.2	9%	-1%	1%	52	5%	669
C=CCOc1ccc(/C=C2\SC(=S)N(NS(=O)(=O)c3ccc(C)cc3)C2=O)cc1	0.0%	-4%	47	-21	i	1.4	17%	-5%	6%	50	?	803

(more compounds)
SMILES	GPR55 beta-arrestin	LYP inhibition	T cell HTS vesicle-bound %	Hep lipid drop	T cell HTS	NTR1 agonist	GPR55 antagonists	GPR35 arrestin U2OS	Rac1 GTP hydrolysis	NTR1 agonist cell count 20 µM	Large T inhibition	Hep lipid drop cells 6.5 µM
COC(=O)c1c(NC(=O)Cn2cc([N+](=O)[O-])cn2)sc2c1CCC2	0.3%	2%	49	nt	i	2.7	0%	3%	5%	54	5%	nt
Cc1ccc(-c2cc(C(=O)O)n[nH]2)s1	0.5%	0%	67	-8	i	-1.5	14%	-9%	11%	48	1%	699
O=C(NCCc1ccccc1Cl)C1CCC(=O)N(Cc2cccc(C(F)(F)F)c2)C1 (stereo not given)	0.3%	-7%	45	-4	i	0.7	-10%	-5%	4%	64	1%	648
O=C(OCn1nnc2ccccc2c1=O)c1ccc2ncsc2c1	0.0%	-11%	35	nt	i	-0.8	-4%	2%	2%	91	18%	nt
N#CC(C(=O)c1ccc(S(=O)(=O)N2CCCCCC2)cc1)c1nc2ccccc2[nH]1 (stereo not given)	0.2%	0%	61	nt	i	9.7	12%	-12%	6%	44	-1%	nt
CS(=O)(=O)N(CCc1ccccc1)CC(=O)NCc1ccccn1	-0.2%	-9%	28	-1	i	2.9	8%	4%	9%	40	1%	729
CCOc1ccccc1-n1c(SCC(=O)NC2CCCC2)nnc1-c1ccoc1C	-0.2%	-3%	44	-12	i	7.8	53%	-3%	7%	65	7%	686
Cc1cccc(C)c1N1CCN(c2cc(Cl)nc(N)n2)CC1	0.0%	-11%	22	nt	i	8.5	2%	-1%	-7%	65	0%	nt
Cc1cc(N)c(C)c([N+](=O)[O-])c1C	0.1%	-2%	30	0	i	-0.7	7%	13%	4%	61	9%	444
Cc1ccccc1/C=C1\C(=O)Nc2ccc(F)cc21	-0.3%	-2%	57	-1	i	14	2%	5%	4%	88	22%	764
O=C(/C=C/c1ccnc2ccccc12)c1cccs1	-0.1%	-2%	55	10	i	38	1%	7%	5%	74	6%	744
CCOC(=O)N1CCN(C(=O)c2ccc(CNS(=O)(=O)c3ccc(C)cc3)cc2)CC1	0.1%	-6%	13	nt	i	-0.6	2%	-4%	1%	52	5%	nt
CC(C)(C)c1ccccc1NC(=O)N1CCNC(=O)C1CC(=O)Nc1ccc(F)cc1 (stereo not given)	0.7%	-4%	20	-11	i	0.5	11%	0%	-6%	57	-2%	833
CCOC(=O)CC1C(=O)NCCN1S(=O)(=O)c1ccccc1Cl (stereo not given)	0.2%	2%	6	nt	i	-0.3	-6%	12%	2%	85	5%	nt
COc1ccc(OC)c(CCNC(=O)C(=O)Nc2ccc3nc4n(c(=O)c3c2)CCCCC4)c1	0.0%	3%	33	25	i	0.4	-18%	-3%	9%	55	18%	645
Cn1c(C2CCCCC2)nc2ccccc21	0.3%	-3%	36	-8	i	1.2	7%	1%	-6%	53	9%	816
N#C/C(=C/c1ccc(Sc2nc3ccccc3[nH]2)o1)c1cccc(F)c1	0.9%	-2%	24	-38	i	8.4	6%	-2%	9%	75	0%	780
CC(C)CN(C(=O)COC(=O)CSc1ccc([N+](=O)[O-])cc1)C1CCS(=O)(=O)C1 (stereo not given)	nt	nt	41	nt	i	-0.9	nt	nt	0%	67	16%	nt
O=C(Nc1cccc(S(=O)(=O)N2CCCC2)c1)C1CCCN1C(=O)c1cccs1 (stereo not given)	-0.1%	1%	37	-1	i	0.4	6%	-6%	10%	73	-2%	669
C#CCOc1ccc(Br)cc1C(c1c(C)[nH][nH]c1=O)c1c(C)[nH][nH]c1=O	0.4%	-8%	35	4	i	-0.2	6%	0%	10%	51	8%	821
Cc1nc2c3ccccc3nc(NNC(=O)CCC(=O)NC3CCCC3)n2n1	0.5%	3%	26	-12	i	-0.4	7%	6%	11%	80	13%	719
O=c1[nH]c(SCc2ccc(Cl)cc2)nc2[nH]ncc12	-0.2%	-10%	53	0	i	1.1	7%	-4%	7%	91	11%	704
N#Cc1cc2cc3c(cc2nc1N1CCOCC1)OCO3	0.2%	-8%	42	nt	i	-3.3	4%	12%	8%	47	3%	nt
Cc1ccc2c(Cl)cc(Cl)c(OCC(=O)Nc3cccc(S(N)(=O)=O)c3)c2n1	3.7%	2%	29	-3	i	8.1	5%	-5%	7%	41	4%	600

Three entries out of the list above, arranged by the number in LYP inhibition, largest number first.
mol,LYP inhibition
N#C/C(=C/c1ccc(Sc2nc3ccccc3[nH]2)o1)c1cccc(F)c1,-2%
C#CCOc1ccc(Br)cc1C(c1c(C)[nH][nH]c1=O)c1c(C)[nH][nH]c1=O,-8%
O=c1[nH]c(SCc2ccc(Cl)cc2)nc2[nH]ncc12,-10%

Full records from above. Order of screens: GPR55 beta-arrestin | LYP inhibition | T cell HTS vesicle-bound % | Hep lipid drop | T cell HTS | NTR1 agonist | GPR55 antagonists | GPR35 arrestin U2OS | Rac1 GTP hydrolysis | NTR1 agonist cell count 20 µM | Large T inhibition | Hep lipid drop cells 6.5 µM
Results for `Cc1cc(N)c(C)c([N+](=O)[O-])c1C` = 0.1% | -2% | 30 | 0 | i | -0.7 | 7% | 13% | 4% | 61 | 9% | 444
Results for `O=C(Cc1cccs1)Nc1ccc([N+](=O)[O-])cc1` = -0.1% | -7% | 56 | 0 | i | -1.4 | -4% | 4% | 15% | 62 | 7% | 853
Results for `Cc1c2c(nc3nnnn13)CCCC2` = -0.2% | 1% | 42 | 0 | i | 2.0 | 0% | -4% | -6% | 53 | 0% | 697
Results for `N#Cc1cc2cc3c(cc2nc1N1CCOCC1)OCO3` = 0.2% | -8% | 42 | nt | i | -3.3 | 4% | 12% | 8% | 47 | 3% | nt
